# ADAM17 inh: ADAM17 inhibitors, primary screen, biochemical, QFRET | inhibition, % at 6.95 µM | recombinant ADAM17, EDANS/DABCYL FRET peptide cleavage | Disintegrin and metalloproteinase domain-containing protein 17 (Homo sapiens), P78536 | 370,000 compounds, 0.83% hits | AID 720648, 2013;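 active = inhibition above the mean of compounds lying between control limits plus 3 SD, set per campaign, cut at about 8.5% in these data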;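 also: 0% = DMSO-only wells as the low control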
# hcDAF-12 act: H. contortus DAF-12 nuclear receptor activators, primary screen, cell-based, luminescence, HEK293, lit1-tk-luc reporter; HEK293 hcDAF-12 lit1-tk-luc reporter; 0% DMSO, 100% Δ7-dafachronic acid; activation, % at 6.8 µM; 370,000 compounds, 1.4% hits; AID 652067, 2013;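 active = activation above the mean of all tested compounds plus 3 SD, cut at about 5.5% in these data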;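 also: 100% = response to 3 µM Δ7-dafachronic acid high control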
# PLC-beta3 inh: human PLC-beta3 inhibitors, primary screen, biochemical, fluorescence. inhibition, % at 12.2 µM. AID 720704, 2013. 1-phosphatidylinositol 4,5-bisphosphate phosphodiesterase beta-3 (Homo sapiens), Q01970. 370,000 compounds, 0.18% hits. Purified PLC-beta3, fluorogenic substrate; in the data active = inhibition above about 11%;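 also: 0% = median of compound wells on plate and 100% = full blocker control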
# SMARCA2 activ: SMARCA2 (BRM) function activators, primary screen, cell-based, luminescence, high throughput | activation, % at 9.1 µM | 370,000 compounds, 1% hits | MG213 cells, MMTV-luciferase reporter, dexamethasone, overnight; in the data active = activation above about 7.8%;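 also: 0% = vehicle wells and 100% = reference activator wells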
# DAX1 inh-1: DAX1 (NR0B1) inhibitors, primary screen, cell-based, HEK293, Gal4-DAX1, luciferase luminescence. AID 504766, 2011. Nuclear receptor subfamily 0 group B member 1 (Homo sapiens), P51843. 340,000 compounds, 0.99% hits. HEK293 Gal4-DAX1 luciferase reporter. inhibition, % at 6.75 µM;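 active = inhibition above the mean over all tested compounds plus 3 SD, cut at about 4.2% in these data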;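 also: 0% = DAX1-transfected cells with DMSO and 100% = empty-vector control cells with DMSO; inhibition shows as a rise in luminescence from relieved DAX1 repression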
# Target sequence (P51843 207-470 limits assumed): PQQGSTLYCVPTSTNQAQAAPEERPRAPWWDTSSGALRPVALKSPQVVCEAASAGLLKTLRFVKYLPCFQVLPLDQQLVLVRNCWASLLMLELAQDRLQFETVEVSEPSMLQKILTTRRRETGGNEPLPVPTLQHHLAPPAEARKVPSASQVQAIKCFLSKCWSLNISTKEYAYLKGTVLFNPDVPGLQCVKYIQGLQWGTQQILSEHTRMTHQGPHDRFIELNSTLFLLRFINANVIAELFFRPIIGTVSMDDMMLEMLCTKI
# DAX1 inh-2: DAX1 (NR0B1) inhibitors on StAR promoter, primary screen, cell-based, luminescence, SF-1 (NR5A1), full-length DAX-1; inhibition, % at 6.8 µM; HEK293T StAR-luciferase reporter, SF-1/DAX-1 repression relief; 370,000 compounds, 1.1% hits; AID 652010, 2013;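 active = inhibition above the mean over all tested compounds plus 3 SD, cut at about 3.6% in these data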;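 also: 0% = DAX-1 cells with DMSO and 100% = cells lacking DAX-1 with DMSO; higher inhibition means more luminescence from relief of DAX-1 repression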
# MBD2 inh: inhibitors of MBD2 binding to methylated DNA, primary screen, biochemical, TR-FRET, DNA-binding domain, human. Methyl-CpG-binding domain protein 2 (Homo sapiens), Q9UBB5. MBD2 binding to methylated oligonucleotide. inhibition, % at 4.4 µM. 370,000 compounds, 0.31% hits. AID 686964, 2013; in the data active = inhibition above about 13%
# Target sequence (Q9UBB5 whole entry, looked up, the tested form may be a part): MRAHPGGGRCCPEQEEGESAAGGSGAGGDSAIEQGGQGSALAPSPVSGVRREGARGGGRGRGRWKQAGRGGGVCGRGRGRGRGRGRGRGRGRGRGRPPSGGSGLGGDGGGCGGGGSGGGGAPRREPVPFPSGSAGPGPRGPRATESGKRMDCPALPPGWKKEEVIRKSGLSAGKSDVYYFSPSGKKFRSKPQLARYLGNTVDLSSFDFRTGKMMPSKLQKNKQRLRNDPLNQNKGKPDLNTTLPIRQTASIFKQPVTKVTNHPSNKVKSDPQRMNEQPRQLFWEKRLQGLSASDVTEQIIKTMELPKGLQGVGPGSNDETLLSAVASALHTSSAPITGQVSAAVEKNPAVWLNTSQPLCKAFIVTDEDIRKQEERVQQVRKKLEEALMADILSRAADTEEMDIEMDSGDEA
# ssDAF-12 act: S. stercoralis DAF-12 nuclear receptor activators, primary screen, cell-based, luminescence, HEK293, GRIP1 co-expression, lit1-tk-luc; Nuclear hormone receptor DAF-12 (Strongyloides stercoralis); 370,000 compounds, 1% hits; activation, % at 6.8 µM; HEK293 ssDAF-12/GRIP1 lit1-tk-luc reporter; % of 3 µM dafachronic acid response; AID 652126, 2013;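 active = activation above the mean over all tested compounds plus 3 SD, cut at about 0.9% in these data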;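 also: 0% = DMSO-only wells and 100% = 3 µM delta7-dafachronic acid wells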
# hgDAF-12 ag: H. glycines DAF-12 receptor agonists, primary screen, cell-based, luminescence, HEK293, GAL4 fusion, UAS-luciferase; HEK293 GAL4-hgDAF12 UAS-luciferase reporter, agonist luminescence; normalized to butyrate control; activation, % at 6.8 µM; 370,000 compounds, 1.8% hits; AID 687014, 2013;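 active = activation above a cutoff set at the mean of all screened compounds plus 3 SD, cut at about 10% in these data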;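 also: 0% = DMSO wells and 100% = sodium butyrate wells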
# NR1D1 modulator: modulators of Rev-erb alpha DNA binding, primary screen, biochemical, FITC-DNA, fluorescence polarization, uHTS | Nuclear receptor subfamily 1 group D member 1 (Homo sapiens), P20393 | Rev-erbα–FITC-DNA binding, 90 min | activity, % at 10 µM | 370,000 compounds, 0.79% hits;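 active = activity above about 14%, limit read from the data; passing the limit was not always enough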;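 also: 0% = DMSO wells with 35 nM protein and 100% = DMSO wells with 750 nM protein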
# PLC-gamma1 inh: PLC-gamma1 enzyme inhibitors, primary screen, biochemical, fluorescence, purified enzyme; fluorogenic substrate; 370,000 compounds, 0.84% hits; 1-phosphatidylinositol 4,5-bisphosphate phosphodiesterase gamma-1 (Homo sapiens), P19174; inhibition, % at 12.2 µM; in the data active = inhibition above about 9.5%
# The depositor's hits bear a star; / = not tested or not shown.
SMILES,ADAM17 inh,hcDAF-12 act,PLC-beta3 inh,SMARCA2 activ,DAX1 inh-1,DAX1 inh-2,MBD2 inh,ssDAF-12 act,hgDAF-12 ag,NR1D1 modulator,PLC-gamma1 inh
COc1cc(NC(=O)CSc2nc(C)cc(=O)[nH]2)cc(OC)c1,0,-2.8,4,-6,/,-1.3,0,-1.9,-1.2,-8,2
O=C(COC(=O)c1ccco1)NCC1CCCO1 (stereo not given),1,-0.8,1,-2,0.0,0.2,-1,-0.8,-2.3,-5,3
COc1cc([C@H]2OC[C@H]3[C@@H]2CO[C@@H]3c2ccc(O[C@H]3O[C@H](CO)[C@@H](O)[C@H](O)[C@H]3O)c(OC)c2)ccc1O[C@@H]1O[C@H](CO)[C@@H](O)[C@H](O)[C@H]1O,0,1.2,-1,0,0.9,0.5,-1,-0.7,1.8,-5,-2
Cc1cccc(CCNC(=O)C2CCCN(c3ncnc4c3nc3n4CCCCC3)C2)c1 (stereo not given),2,-1.8,-8,0,-1.2,0.1,-1,-0.9,0.6,-5,0
COc1ccc(-c2coc(CCC(=O)N3CCN(c4cc(C)ccc4C)CC3)n2)cc1,3,0.2,-9,-3,1.6,-0.6,0,-0.8,-2.6,3,-6
CC(C)NC(=O)C1CCN(c2cncnc2)CC1,-2,2.1,-9,-5,/,-0.1,3,-1.2,-2.7,-6,-4
Cc1onc(-c2ccccc2)c1C(=O)NC(C)C1CCCO1 (stereo not given),1,-1.2,1,-3,-1.0,0.5,-3,-1.3,-2.8,-3,3
C=CCN1C(=O)CN=C1Nc1cc(C)cc(C)c1,-3,-0.9,-13,1,-0.1,-0.5,5,-1.3,-0.1,8,-12
Cc1ccc(C(=O)N2CCN(c3ccc([N+](=O)[O-])cc3-n3cccc3)CC2)cc1,-7,-2.6,-1,-3,/,-0.6,-2,-2.1,-3.1,1,-2
CC12CC3(C)CC(C)(C1)CC(C(N)=O)(C2)C3,2,-1.8,13*,-4,5.8*,-0.4,-5,-1.7,3.1,-2,11*
O=C(c1ccc(F)cc1)c1ccc(N2CCCCC2)cc1,-1,3.4,-97,7,2.3,1.0,1,0.3,7.0,5,-63
CCOC(=O)Nc1nc(-c2ccc(F)cc2F)cs1,2,-0.8,1,3,0.1,0.9,0,0.2,5.3,-4,-1
COc1ccc(C(C(=O)NC(C)(C)C)n2c(-c3ccc(-c4ccccc4)cc3)nc3ccccc32)cc1 (stereo not given),-7,-0.3,-3,-1,/,1.7,2,-0.4,4.3,-6,-3
COc1ccc(/C=C2\SC(=S)N(CCCC(=O)NC3CCCC3)C2=O)cc1OC,2,0.4,-6,5,-0.5,-0.6,-4,-1.7,-3.0,40*,0
Cc1cc(C)cc(CC(=O)N2CCC2(C)C(=O)NS(=O)(=O)c2ccc(Cl)s2)c1 (stereo not given),-6,-0.9,-9,-2,/,0.2,3,-0.4,0.7,0,-4
O=C(CCc1nc(-c2ccccn2)no1)NCc1ccc2c(c1)OCO2,-4,-1.4,-6,1,1.1,0.0,-2,-0.5,1.3,-1,2
COc1ccccc1NC(=O)Nc1ccc(N2CCOCC2)cc1,2,1.0,4,8.8*,4.0,2.0,-5,-0.7,7.7,-2,2
O=c1cc(N2CCN(c3cccc(C(F)(F)F)c3)CC2)[nH]c(=O)n1-c1ccccc1,0,-0.5,5,/,/,/,-2,-0.9,3.9,0,6
Cc1ccn2cc(CNS(=O)(=O)c3ccc4ccccc4c3)nc2c1,-1,-1.9,-6,0,0.7,0.6,0,-1.8,0.4,-4,-2
Nc1cc(Nc2ccc(Br)cc2)nc(N)n1,-4,0.9,-9,3,1.8,0.9,7,-1.9,4.0,-2,2
O=C(CCc1nnc(CCCc2ccccc2)o1)NCCc1ccccc1,8,0.7,2,1,-0.6,0.3,-1,-0.5,3.1,8,6
CN1CCN(C(=O)c2ccccc2NC(=O)c2ccccc2Br)CC1,-5,1.6,-3,0,-0.3,0.4,4,-1.2,-2.2,5,1
COc1ccc(C(=O)Nc2ccc3c(c2)nc(CN2CCCC2)n3C)cc1,-5,-1.3,-19,4,0.2,-0.7,1,-1.2,1.1,-1,-10
C[C@@H]1CN([C@H](C)CO)C(=O)CCCn2nncc2CO[C@H]1CN(C)Cc1cccnc1,1,-0.5,1,2,1.7,1.6,5,-1.2,4.2,-11,5
COc1ccccc1C(=O)NC1CCCCN(Cc2ccc(Cl)cc2)C1=O (stereo not given),-1,-1.8,0,-2,/,-0.8,3,-0.8,-1.1,4,0

# Entries above that bear a hit mark in NR1D1 modulator:
SMILES | ADAM17 inh | hcDAF-12 act | PLC-beta3 inh | SMARCA2 activ | DAX1 inh-1 | DAX1 inh-2 | MBD2 inh | ssDAF-12 act | NR1D1 modulator | PLC-gamma1 inh
COc1ccc(/C=C2\SC(=S)N(CCCC(=O)NC3CCCC3)C2=O)cc1OC | 2 | 0.4 | -6 | 5 | -0.5 | -0.6 | -4 | -1.7 | 40* | 0

# Quoted from the listing.
# Value of `CC(C)NC(=O)C1CCN(c2cncnc2)CC1` under ssDAF-12 act: -1.2
# Value of `Cc1onc(-c2ccccc2)c1C(=O)NC(C)C1CCCO1` (stereo not given) under DAX1 inh-1: -1.0

# Later entries.
SMILES,ADAM17 inh,hcDAF-12 act,PLC-beta3 inh,SMARCA2 activ,DAX1 inh-1,DAX1 inh-2,MBD2 inh,ssDAF-12 act,hgDAF-12 ag,NR1D1 modulator,PLC-gamma1 inh
CC(C)OP(=O)(OC(C)C)C(Nc1ccccc1)c1ccccc1C(F)(F)F (stereo not given),7,-2.5,2,-5,0.1,-1.1,2,-1.1,-2.1,-1,-6
O=C(CSc1nnnn1C1CCCC1)Nc1ccccc1F,-5,-2.4,-5,0,1.2,-0.3,-1,-1.5,2.2,-4,-1
Cc1ccc(-n2nnnc2SCC(=O)NCC2(N3CCOCC3)CCCCC2)cc1,-9,-2.6,-10,-2,-1.4,-0.6,9,-0.9,0.1,-4,9.7*
Cc1ccc(N(C)C(=O)n2cnc3ccccc32)cc1,-1,-1.2,-1,2,-0.7,-0.5,1,-0.8,0.3,-1,4
COc1ccc(OC)c(NC(=S)N(CCc2c(C)[nH]c3ccccc23)Cc2cccs2)c1,4,1.4,-3,-3,0.2,-1.6,1,-1.5,0.3,-2,1
CCCCOC(=O)C(C#N)c1nc2ccccc2nc1N1CCN(Cc2ccc3c(c2)OCO3)CC1 (stereo not given),-8,0.3,-20,-1,-0.3,-0.1,1,-1.0,-1.0,-4,-14
COc1ccccc1-c1sc2cc3c(cc2c1C#Cc1cncn1C)OCO3,-38,-2.3,-88,0,-1.0,0.0,-4,-1.7,-0.7,6,-59
O=C(CCn1nnc2ccccc21)N1CCN(c2ccccc2)CC1,0,-1.2,5,4,0.1,0.2,-1,-0.9,4.5,7,4
COc1ccc(Cn2ccc3ccc(-c4ccc5ccn(Cc6cccc(F)c6)c5c4)cc32)cc1,-34,-1.3,-125,-1,/,-1.3,1,0.1,1.9,5,-85
Cc1ccc(C(O)c2ncc(-c3ccccc3Cl)[nH]2)cc1F (stereo not given),1,-2.1,0,-1,/,-0.8,-1,-0.2,-2.3,4,1
Cc1c(C(=O)NC(=S)NCc2cccnc2)oc2ccccc12,1,-1.5,-3,4,-0.4,-0.3,1,-0.9,-1.3,-2,3
CCc1nnc(NC(=O)c2ccc(S(=O)(=O)N(CC)Cc3ccccc3)cc2)o1,2,-0.7,0,-6,-0.8,-1.3,-5,-1.5,-2.2,2,0
CC(=O)NC(c1cccs1)c1cc(Cl)c2ccccc2c1O (stereo not given),-76,-1.0,-265,0,-0.2,-0.8,-1,-0.8,2.2,1,-196
Cc1ccc(S(=O)(=O)c2c(C)cc(C)nc2Oc2cccc(C(F)(F)F)c2)cc1,5,-0.9,1,2,-0.2,0.2,-1,-1.7,-0.5,2,4
C=CCC(CC=C)(NC(=O)c1ccccc1)c1ccccc1,0,-0.1,4,-3,0.0,0.0,-2,-1.0,-0.2,0,-2
CNc1nccc(-c2ccc(Cl)cc2)c1C#N,-192,-1.4,-169,-2,0.0,0.0,-1,-1.4,2.0,-5,-142
CCOC(=O)C1=C(C)N(c2ccccc2)C(=O)/C1=C\c1ccco1,-4,0.9,-12,-1,0.7,-0.2,4,-1.5,0.5,-6,-14
S=C(NC1CCCC1)N1CCN(c2ccc(Cl)cc2)CC1,1,-2.3,2,-1,-0.4,-0.5,-5,-1.8,-1.2,-4,0
COCCOC(=O)C1=C(C)N(c2ccccc2)C(=S)NC1c1ccccc1C(F)(F)F (stereo not given),0,-1.9,0,1,1.5,-0.1,1,-2.0,1.7,6,-1
COc1ccccc1OCC(=O)Nc1ccc(S(=O)(=O)N2CCOCC2)cc1,-3,-1.3,-10,-1,0.3,-0.7,4,-0.7,-0.3,-3,-1
CN(C)CCCNc1nc2cc(-c3cnn(C)c3)sc2c(=O)n1C,-9,-0.6,-5,-1,/,0.5,5,-1.0,6.9,4,-3
CCOC(=O)Cc1nnc(NC(=O)CSc2ccc(Cl)cc2)s1,-1,-0.5,-10,5,1.2,-0.4,9,-1.2,-2.8,-1,-8
CCCCNC(c1ccccc1)c1ccncc1 (stereo not given),-1,1.7,4,-1,-1.3,-0.6,2,-0.6,5.2,-5,5
Cc1ccc(N(C(=O)CCC(=O)Nc2nccs2)C(C(=O)NC(C)(C)C)c2ccc(O)cc2)cc1 (stereo not given),-2,-1.2,2,-6,-0.7,-0.1,0,-1.3,-2.8,3,2
CN(C)C(=O)CN(c1ccc2c(c1)OCO2)S(C)(=O)=O,0,1.4,0,-2,0.1,0.4,3,-1.4,2.0,-3,-1
Cc1nn(C2CCS(=O)(=O)C2)c(C)c1CN(C)C(=O)c1ccccc1 (stereo not given),-7,1.3,-6,-3,1.4,0.8,4,-1.2,-2.2,-3,-1
C=CCNc1nc(-c2cccs2)c(CC(=O)O)s1,-6,1.8,-48,2,-0.8,1.0,-8,-0.8,1.6,8,-29
Cn1c2c(c(=O)n(C)c1=O)C(c1ccccc1Cl)CC(=O)N2 (stereo not given),6,5.8*,4,-2,0.5,0.1,2,-1.4,-1.8,2,6
COc1ccc(/C=C2\CCn3c2nc2cc(C(=O)O)ccc2c3=O)cc1O,-2,-0.3,-16,-4,1.3,-0.5,-13,-0.9,5.2,-8,-16
CC(C)OCCCn1c(=N)c(S(=O)(=O)c2ccccc2)cc2c(=O)n3ccccc3nc21,-27,4.4,-19,-1,-0.1,-0.6,2,-0.8,-1.2,-5,-14

# Assay outcomes: PubChem, several laboratories
